# MC4R antag cAMP: MC4R antagonists of cAMP signaling, primary screen, cell-based, TR-FRET, antagonist arm of biased-ligand search; MC4R-expressing cells, MTII-stimulated cAMP, LANCE TR-FRET; Melanocortin receptor 4 (Homo sapiens), P32245; hit rate 0.48% among 360,000; inhibition, % at 6.5 µM;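 active = inhibition above its plate's cutoff, the mean of tested wells on that plate plus 3 SD, cut at about 29% in these data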;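 note: 0% = Melanotan II alone and 100% = Melanotan II plus saturating MCL0020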
# Target sequence (P32245 whole entry, looked up): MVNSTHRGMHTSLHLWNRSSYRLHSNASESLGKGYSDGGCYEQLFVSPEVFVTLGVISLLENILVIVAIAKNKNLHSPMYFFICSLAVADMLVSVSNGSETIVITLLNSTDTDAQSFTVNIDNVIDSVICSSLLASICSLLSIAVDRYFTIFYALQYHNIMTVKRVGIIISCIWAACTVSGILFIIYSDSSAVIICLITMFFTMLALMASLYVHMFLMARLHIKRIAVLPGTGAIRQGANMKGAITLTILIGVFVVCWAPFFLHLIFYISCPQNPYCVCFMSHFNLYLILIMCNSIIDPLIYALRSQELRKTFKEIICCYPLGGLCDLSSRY
#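 System: U2OS cells stably expressing human melanocortin 4 receptor (MC4R). Reagent: Melanotan II challenge after compound preincubation. Doses: 6.5 µM. Times: 30-min compound, 1-h challenge, 1-h detection, room temperature. Measured by: TR-FRET with Eu-cAMP and labeled anti-cAMP, 671 nm. Replicates: singlicate.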
# ABHD5-PLIN5 inh: ABHD5-PLIN5 interaction inhibitors, primary screen, cell lysate, split luciferase complementation, luminescence; Perilipin-5 (Homo sapiens) + 1-acylglycerol-3-phosphate O-acyltransferase ABHD5 (Homo …; Split G. princeps luciferase complementation, 4 h; inhibition, % at 4 µM; hit rate 0.78% among 360,000; AID 602281, 2012;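 active = inhibition above the mean inhibition across every tested compound plus 3 SD, cut at about 22% in these data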;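 note: 0% = DMSO only wells and the 100% control is not disclosed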
# TLR9-MyD88 block: inhibitors of TLR9-MyD88 association in cells, primary screen, cell-based, CHO, BLA complementation, fluorescence | Toll-like receptor 9 (Homo sapiens) + Myeloid differentiation primary response protein … | CCF4 FRET ratio | inhibition, % at 4.98 µM | hit rate 0.21% among 340,000 | AID 504734, 2011;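 active = inhibition above the mean over all tested compounds plus 3 SD, cut at about 21% in these data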;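 note: 0% = DMSO only wells and 100% = clavulanate BLA inhibitor control wells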
# Glyco luc inh: increase of ERlucT glycosylation luciferase signal, primary screen, N-linked glycosylation inhibitor project, D54 ERlucT cells, luminescence, set 2; D54 ERlucT glycosylation luciferase reporter, 24 h; percent of 100 nM tunicamycin response; reporter increase, % at 12.5 µM; hit rate 0.23% among 360,000; AID 588692, 2011;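 active = mean luciferase reporter signal, scaled so untreated is 0 and the glycosylation-blocking control 100, at or above a set limit in every replicate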;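 note: luciferase carries N-glycosylation sites so blocking glycosylation raises the light; 0% = median of neutral control wells and 100% = median of 100 nM tunicamycin wells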
# Cardio protect: cardioprotection against H2O2-induced cell death, primary screen, uHTS, H9c2 cells, ATPLite luminescence | H9c2 cardiomyocytes, H2O2 injury protection, 2 h | protection from H2O2 cell death, % at 20 µM | hit rate 0.63% among 360,000 | AID 588492, 2011;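 active = compounds giving at least 50% protection of heart cells from peroxide-induced death in the single-dose screen, raw or plate-pattern-corrected value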;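 note: 0% = DMSO wells with peroxide and 100% = DMSO wells without peroxide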
# SRC2 inh: inhibition of GAL4-SRC2 driven luciferase reporter, primary screen, SRC2 inhibitor project, cell-based, luminescence | HEK293 GAL4-SRC2 luciferase reporter | Nuclear receptor coactivator 2 (Homo sapiens), Q15596 | hit rate 0.17% among 370,000 | AID 651957, 2012 | inhibition, % at 9 µM;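 active = inhibition above the mean inhibition of all tested compounds plus 3 SD, set per campaign, cut at about 52% in these data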;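 note: 0% = DMSO treated cells and 100% = cells given Gossypol at 36 µM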
# NOD2-RIPK2 inh: NOD2-RIPK2 binding disruptors in cells, primary screen, fluorescence, CHO cells, BLA complementation | Receptor-interacting serine/threonine-protein kinase 2 (Homo sapiens), O43353 | CCF4 ratio | inhibition, % at 4.98 µM | hit rate 0.38% among 360,000 | AID 624267, 2012; in the data active = inhibition above about 21%;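 note: 0% = vehicle only and 100% = reference blocker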
# ABCB6 inh 2: ABCB6 transporter inhibitors, primary screen, K562-ABCB6 cells, flow cytometry, MLPCN library; hit rate 0.19% among 360,000; fluorescence ratio to DMSO, % at 10 µM; AID 602162, 2011; ATP-binding cassette sub-family B member 6 (Homo sapiens), Q9NP58; K562-ABCB6 porphyrin accumulation, 1 h; stronger effect = lower value;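 active = fluorescence ratio to DMSO below 75%, the collection mean minus 3 SD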;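 note: signal is porphyrin accumulated inside mitochondria; 100% equals median channel fluorescence of DMSO control wells; lower ratio means ABCB6 inhibition with less porphyrin fluorescence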
# m5-HT2A agonist: mouse Htr2a agonists via beta-arrestin recruitment, primary screen, cell-based, luminescence; AID 624169, 2012; CHO-K1 mHTR2A beta-arrestin complementation; percent of 30 µM serotonin response; hit rate 0.66% among 360,000; 5-hydroxytryptamine receptor 2A (Mus musculus), P35363; activation, % at 7.6 µM;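 active = activation above a run cutoff, the mean activation of all tested compounds plus 3 SD, cut at about 14% in these data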;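 note: 0% = plate median of compound wells and 100% = 30 µM serotonin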
# Target sequence (P35363 whole entry, looked up): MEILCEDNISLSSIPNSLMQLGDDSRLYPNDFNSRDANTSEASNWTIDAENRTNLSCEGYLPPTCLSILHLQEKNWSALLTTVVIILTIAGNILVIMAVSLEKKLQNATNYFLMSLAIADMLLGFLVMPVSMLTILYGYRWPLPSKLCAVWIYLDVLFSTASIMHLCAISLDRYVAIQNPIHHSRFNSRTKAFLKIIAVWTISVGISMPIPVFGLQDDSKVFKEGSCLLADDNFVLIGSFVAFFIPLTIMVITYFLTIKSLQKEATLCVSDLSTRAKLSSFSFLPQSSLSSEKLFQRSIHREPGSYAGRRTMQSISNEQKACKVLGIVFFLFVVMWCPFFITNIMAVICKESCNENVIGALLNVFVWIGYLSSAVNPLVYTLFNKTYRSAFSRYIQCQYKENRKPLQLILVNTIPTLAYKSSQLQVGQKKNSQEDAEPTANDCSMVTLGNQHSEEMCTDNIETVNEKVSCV
# MC4R barr agon: MC4R agonists recruiting beta-arrestin, primary screen, cell-based, luminescence, agonist arm of biased-ligand search | Melanocortin receptor 4 (Homo sapiens), P32245 | U2OS MC4R beta-arrestin complementation; percent of melanotan II response, DMSO zero | hit rate 0.98% among 360,000 | activation, % at 8.9 µM;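 active = activation above a per-plate cutoff, the mean activation of sample wells on that plate plus 3 SD, cut at about 8% in these data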
# * marks the source's active call; other numbers are inactive results; nt = not tested or not shown. The list is partial, so the mix of outcomes need not match the whole.
SMILES,MC4R antag cAMP,ABHD5-PLIN5 inh,TLR9-MyD88 block,Glyco luc inh,Cardio protect,SRC2 inh,NOD2-RIPK2 inh,ABCB6 inh 2,m5-HT2A agonist,MC4R barr agon
COc1ccc(NC(=O)N2C[C@@H]3C[C@@H](C2)c2cccc(=O)n2C3)cc1,3,-1,-13,3,-1,12,10,100,0,-2.0
COC(=O)C1=C(c2c(C)noc2C)C[C@@H]2CC[C@H]1N2C(=O)NC1CC1,-3,-6,-8,4,0,16,1,99,-3,-0.7
Cc1cccc(N2C(=O)NC(=O)/C(=C/c3cc4c(cc3[N+](=O)[O-])OCO4)C2=O)c1,0,2,12,1,3,9,-3,97,4,-1.9
CC1CN=C(NCc2ccccc2)S1 (stereo unspecified),2,-1,-8,1,5,-26,1,97,-5,-0.1
O=C(Nc1ccccc1)Oc1ccccc1,-4,0,19,2,3,-34,2,96,5,4.4
CNC(=O)O/N=C(\N)Cc1csc2ccc(Cl)cc12,-7,-3,-4,12,-7,-26,-3,99,4,2.7
COC(=O)C1=C(c2ccc(OC(F)(F)F)cc2)C[C@@H]2CC[C@H]1N2C(=O)NCCNC(C)=O,10,-4,3,0,2,-1,-7,88,8,0.9
CC1(C)CC(=O)C(C=NCCN2CCN(C(=O)Cc3ccc(F)cc3)CC2)=C(O)C1,17,7,0,3,12,-9,-2,98,-3,0.1
CC1OC(OC2C=C3CCC4C(CCC5(C)C(c6ccc(=O)oc6)CCC45O)C3(C)CC2)C(O)C(OC2OC(CO)C(O)C(O)C2O)C1O (stereo unspecified),13,-5,-2,-17,12,70*,-6,104,15*,37*
CN(C)C(Cc1ccc(Cl)cc1)C(=O)c1ccccc1 (stereo unspecified),15,4,-1,-2,3,-9,7,101,0,0.3
CC(C)(C)OC(=O)c1c(N)n(Cc2ccco2)c2nc3ccccc3nc12,-2,-1,-4,13,9,11,-5,105,4,-1.5
CCN(CC)C(=O)c1ccc(NC(=O)c2cc(-n3cnnc3)ccc2Cl)cc1,6,-4,11,0,7,12,5,91,5,-1.2
CC1=CC(C)C(COC(N)=O)(COC(N)=O)C(C)C1 (stereo unspecified),-3,7,10,0,9,-2,-10,178,-2,-1.3
COc1cccc(N2C(=O)/C(=C/c3ccc(C)o3)C(=O)NC2=S)c1,8,6,-3,0,2,-13,0,101,-2,-1.0
CCC(=NCC1CCCO1)c1c(O)n(-c2ccc(OC)cc2)c(=O)[nH]c1=O (stereo unspecified),0,-6,0,0,8,14,3,87,-4,-2.3
O=P(O)(O)Cc1ccccc1OP(=O)(c1ccccc1)c1ccccc1,2,4,-5,2,6,-22,-13,99,0,2.1
CCN1C[C@]2(C)CC[C@H](OC)[C@]34C2[C@H](OC(C)=O)[C@@]2(OCO[C@@]25C[C@H](OC)[C@H]2C[C@]3(O)C5[C@H]2OC)[C@@H]14,4,6,7,0,5,-1,-2,99,-2,0.8
CCOC1=C(N2CC2)C(=O)C(OCC)=C(N2CC2)C1=O,-4,1,4,0,10,16,-1,98,7,-1.2
CC(=NCCN1CCOCC1)c1c(O)n(-c2ccccc2C)c(=O)[nH]c1=O,15,8,-12,2,6,-3,-12,96,4,-0.6
Cc1ccnc(NS(=O)(=O)c2ccc(N=Cc3c(O)n(C)c(=O)n(C)c3=O)cc2)n1,-11,4,4,4,-3,-33,-9,97,4,0.4
CCN1CCN(c2ccc([N+](=O)[O-])cc2C(=O)OC)CC1,-1,-2,nt,0,3,8,-14,95,2,-0.4
COC(=O)C1=CCCN(C)C1,-6,2,8,2,8,-5,-10,98,-5,-0.4
COc1ccc(C2(C#N)CC[N+](C)(C)CC2)cc1,6,-1,0,1,3,9,-7,96,-2,-1.5
O=C(NCc1ccccn1)c1ccccc1Cl,2,1,2,0,2,-3,-13,106,-4,-2.5
Nc1nc(N)c2cnnn2n1,12,4,1,0,0,10,2,97,2,-0.3
SMILES,MC4R antag cAMP,ABHD5-PLIN5 inh,TLR9-MyD88 block,Glyco luc inh,Cardio protect,SRC2 inh,NOD2-RIPK2 inh,ABCB6 inh 2,m5-HT2A agonist,MC4R barr agon
CN1CC(C(=O)c2ccc(F)cc2)C(c2c(F)cccc2Cl)C1 (stereo unspecified),-1,2,-5,-2,1,18,1,96,-11,-3.9
Cc1ccc(C(=O)COC(=O)Cc2ccccc2)cc1,2,0,8,-2,-10,-52,5,94,-3,-1.1
NCC(CC(=O)O)c1ccc(Cl)cc1 (stereo unspecified),1,11,-6,4,-1,-14,-16,97,2,-0.8
CC(=O)N1CN(C(C)=O)CN(C(C)=O)C1,4,2,5,2,14,-19,-7,104,-1,0.0
CC(=O)Nc1ccccc1C(=O)OCc1ccccc1F,10,3,9,0,-4,-24,-10,92,0,0.3
O=C(NC1CCCCC1)Oc1cc2oc(=O)sc2cc1Cl,5,69*,2,1,-20,-31,0,101,2,-1.6
CCS(=O)(=O)N1CCCC(C(=O)N2CCC3(CC2)OCCO3)C1 (stereo unspecified),12,1,-5,3,2,-7,-12,101,4,-2.3
N#Cc1ccc(NC(=O)CN2C(=O)NC3(CCCCCCC3)C2=O)cc1Cl,-2,-3,-2,3,0,-3,-5,88,-2,0.1
Cn1c(O)c(C(=Nc2ccccc2)SCc2ccccc2Cl)c(=O)n(C)c1=O,14,-2,3,2,-9,-27,-8,104,1,0.6
CC(=O)Nc1ccc(S(=O)(=O)N2Cc3cnnn3-c3ccccc3C2C#N)cc1 (stereo unspecified),9,1,-7,3,18,-23,-13,98,4,0.1
O=C1NC(=O)C(CCc2ccccn2)(Cc2ccc3c(c2)OCO3)C(=O)N1CCc1ccccc1 (stereo unspecified),11,2,-8,4,14,-16,-11,88,0,-2.9
Cn1c(O)c(C=NC2CC(C)(C)NC(C)(C)C2)c(=O)n(C)c1=O,9,3,1,4,-3,5,-10,100,4,1.4
COc1ccc(-c2nn(CCC#N)cc2C(=O)Nc2cccc([N+](=O)[O-])c2)cc1OC,1,0,8,3,-2,2,-6,98,-3,-1.0
CCOc1ccc(NC(=O)c2ccc(NC(=O)COC(=O)Cc3ccccc3)cc2)cc1,16,-8,-4,3,-4,-5,-3,102,7,1.5
O=C(c1ccccc1)c1cn(CC(=O)N2CCOCC2)c2ccccc12,14,-1,1,-1,9,-12,-6,94,7,-1.2
Cc1c(C(=O)c2cccc3ccccc23)c2cccc3c2n1[C@H](CN1CCOCC1)CO3,17,3,-2,-3,1,-34,-7,97,-5,-1.2
CN(C)CCN(CC1CCCN(Cc2ccccc2F)C1)C(=O)Cc1ccc(F)c(F)c1 (stereo unspecified),2,-1,7,-2,7,-12,0,95,-4,-0.8
C/C(CC(c1ccccc1)c1c(O)c2ccccc2oc1=O)=N\NC(N)=S (stereo unspecified),-2,0,6,2,-2,4,11,103,2,-2.2
CC(C)NS(=O)(=O)c1ccc(OCC(=O)N2CCN(Cc3ccc4c(c3)OCO4)CC2)c(Cl)c1,11,4,-1,-1,-4,27,-13,93,0,-0.6
COc1ccc(-n2c(C)nc3ccccc3c2=O)c([N+](=O)[O-])c1,-3,-4,4,-1,7,8,-5,98,-2,-1.4
COc1ccc(OC)c(NC2=NCCCS2)c1,3,0,5,1,5,-7,-6,114,-8,-3.5

# Complete entries, quoted from the list. Values in the order: MC4R antag cAMP, ABHD5-PLIN5 inh, TLR9-MyD88 block, Glyco luc inh, Cardio protect, SRC2 inh, NOD2-RIPK2 inh, ABCB6 inh 2, m5-HT2A agonist, MC4R barr agon
# Listed for `O=C(c1ccccc1)c1cn(CC(=O)N2CCOCC2)c2ccccc12` → 14, -1, 1, -1, 9, -12, -6, 94, 7, -1.2
# Listed for `CCS(=O)(=O)N1CCCC(C(=O)N2CCC3(CC2)OCCO3)C1` (stereo unspecified) → 12, 1, -5, 3, 2, -7, -12, 101, 4, -2.3
# Listed for `CC(=NCCN1CCOCC1)c1c(O)n(-c2ccccc2C)c(=O)[nH]c1=O` → 15, 8, -12, 2, 6, -3, -12, 96, 4, -0.6

# Among those listed so far, these have an NH in an aromatic ring:
SMILES,MC4R antag cAMP,ABHD5-PLIN5 inh,TLR9-MyD88 block,Glyco luc inh,Cardio protect,SRC2 inh,NOD2-RIPK2 inh,ABCB6 inh 2,m5-HT2A agonist,MC4R barr agon
CCC(=NCC1CCCO1)c1c(O)n(-c2ccc(OC)cc2)c(=O)[nH]c1=O (stereo unspecified),0,-6,0,0,8,14,3,87,-4,-2.3
CC(=NCCN1CCOCC1)c1c(O)n(-c2ccccc2C)c(=O)[nH]c1=O,15,8,-12,2,6,-3,-12,96,4,-0.6

# A few values from the entries so far:
# COc1ccc(OC)c(NC2=NCCCS2)c1 | TLR9-MyD88 block: 5
# CC(=O)Nc1ccccc1C(=O)OCc1ccccc1F | MC4R barr agon: 0.3
# O=C(NC1CCCCC1)Oc1cc2oc(=O)sc2cc1Cl | TLR9-MyD88 block: 2

# Bioassay records from PubChem BioAssay.
